# Assay outcomes as filed in PubChem BioAssay.
# IL1B NFkB pot – enhances IL-1B driven NFkB nuclear translocation | HUVEC IL-1B NFkB p65 nuclear translocation imaging | activation, % at 2 µM | hit rate 0.3% among 94,000;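 active = activation above 40%, about the mean plus 3 SD, also judged a hit on visual image review; inconclusive = activation above 40% but not a hit on visual review; inactive = activation not above 40% and no visual hit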;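 note: percent activation is computed from the nuclear over cytoplasmic p65 intensity ratio; values of inactives mirror those of a sister screen read the other way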
# MRP resist rev – reverses drug resistance mediated by MRP; H69AR cells + 2 uM doxorubicin, CellTiter-Glo, 72 h; differential viability (reversal), % at 10 µM; hit rate 0.04% among 85,000;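 active = viability drop by adding the cancer drug above about 55%, with treated viability meeting a 40% cutoff, limit read from the data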;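 note: viability without doxorubicin minus viability with 2 µM doxorubicin for each compound; larger differential means the compound sensitizes cells more to doxorubicin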
# PLAP inhibition – PLAP enzyme inhibitors, biochemical, luminescence, HTS (AID 690). inhibition, % at 20 µM, or IC50 in µM where a hit was titrated. hit rate 0.08% among 96,000. purified PLAP, luminescent substrate; higher % means a stronger effect; in the data active = a potency from the dose series; inactive = the rest, 99 in 100 with inhibition below about 30%; note: strong numbers were not always called active
# NFkB transloc inh – blocks IL-1B driven NFkB nuclear translocation in HUVEC cells | HUVEC IL-1B NFkB p65 nuclear translocation imaging | inhibition, % at 2 µM | hit rate 0.43% among 94,000;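 active = inhibition above about 30% together with a positive call from visual inspection of the well image, limit read from the data; inconclusive = inhibition above a set limit but visual check negative; inactive = inhibition not above a set limit, visual check negative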;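 note: nuclear over cytoplasmic p65 intensity ratio measured by imaging; 0% = IL-1B stimulated DMSO wells and 100% = unstimulated DMSO wells; values of inactives mirror those of a sister screen read the other way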
# Bcl-B displacement – displacers of TR3 peptide from Bcl-B, primary screen, selectivity assay for Bfl-1 inhibitor project, biochemical, fluorescence polarization | FP displacement of FITC-TR3 peptide from Bcl-B; higher % means a stronger effect | hit rate 0.11% among 96,000 | displacement, % at 20 µM; hits with a dose series show IC50 in µM;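 active = displacement above 50% at 20 µM plus a fluorescence interference ratio under 1.5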;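 note: plate controls were wells without compound for no effect and wells lacking Bcl-B protein for full effect; a part of the inactive calls stands beside numbers as strong as those of hits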
# MRP resist rev cytotoxicity – further read-out of MRP resist rev, marked with its call; viability, %; H69AR cells, CellTiter-Glo, 72 h; measured here: cytotoxicity without doxorubicin
# MRP resist rev with doxorubicin – further read-out of MRP resist rev, marked with its call; viability, %; measured here: viability with 2 uM doxorubicin; stronger effect = lower value
# NFkB transloc inh cell count 2 µM – further read-out of NFkB transloc inh, marked with its call; cell count; measured here: cells passing quality filter;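 raw number of nuclei counted in each imaged well without normalization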
# IL1B NFkB pot cell count 2 µM – recorded beside IL1B NFkB pot, whose call it bears; cell count; measured here: cells passing quality filter
# The depositor's hits bear a star; u = inconclusive; x = not tested or not shown. These rows are one share of the data; count on the stated rates, not on these rows.
Structure	Bcl-B displacement	IL1B NFkB pot	NFkB transloc inh cell count 2 µM	MRP resist rev	MRP resist rev cytotoxicity	PLAP inhibition	IL1B NFkB pot cell count 2 µM	MRP resist rev with doxorubicin	NFkB transloc inh
CC1=CC(C)(C)N2C(=O)C3(C(C#N)=C(N)OC4=C3C(=O)CC(C)(C)C4)c3cccc1c32 (configuration not stated)	0%	6	163	-7	67	-7%	163	74	-6
Cc1ccnc(Nc2nc3ccccc3o2)n1	1%	x	x	-8	68	-94%	x	76	x
CCCN(C(=O)c1cccs1)c1nnc(-c2ccncc2)s1	7%	3	127	8	72	1%	127	64	-3
COc1ccc2c(c1)Cc1sc(NC(=O)c3ccccc3)nc1-2	-6%	-21	45	-8	11	-13%	45	19	21
COc1ccc(CC(=O)Nc2ccc(S(=O)(=O)Nc3nc(C)cc(C)n3)cc2)cc1	3%	-2	187	17	107	-43%	187	90	2
COc1ccc2nc(Nc3ccc4c(c3)OCO4)sc2c1	-6%	8	108	11	101	11%	108	91	-8
O=C(Nc1ccccc1C(=O)OCC(=O)N1CCc2ccccc2C1)c1ccco1	2%	-14	170	-16	73	-15%	170	89	14
CCC(=O)N1CCc2cc(Br)cc(S(=O)(=O)CCC(=O)NCCc3ccccc3)c21	10%	-13	179	x	x	-7%	179	x	13
Cc1nc2c(-c3ccccc3)c(C)nn2c(C)c1CCC(=O)NC(C)CCc1ccco1 (configuration not stated)	-3%	-5	168	14	81	-67%	168	67	5
CC1CCOC2(O1)C(=O)N(CN1CCN(c3ccccc3F)CC1)c1ccccc12 (configuration not stated)	-4%	2	187	-8	85	16%	187	93	-2
CC1(C)Cc2cccc(OCC(=O)Nc3cccnc3)c2O1	-9%	6	99	1	92	2%	99	91	-6
C=CCn1c(COc2cccc(C)c2)nnc1SCC(=O)NC(=O)NCc1ccco1	0%	6	150	7	98	-1%	150	91	-6
CC1CCCCN1c1nnc(N)s1 (configuration not stated)	10%	-3	126	-6	97	x	126	103	3
COc1cccc(N/C=C/C(=O)c2ccc(Br)cc2)c1	x	5	117	x	x	x	117	x	-5
COc1ccc(-c2cc(C(=O)N3CCOCC3)c3cc(C)ccc3n2)cc1	-17%	-20	100	-3	68	-39%	100	71	20
COc1ccc(-n2c(SCC(=O)Nc3nc(C)cs3)nnc2-c2ccoc2C)cc1	x	-1	104	6	83	x	104	77	1
O=C(NCc1cccnc1)c1sc2cc(Cl)ccc2c1Cl	5%	6	207	x	x	8%	207	x	-6
CN(C)S(=O)(=O)c1ccc(C(=O)OCc2ccc(C#N)cc2)cc1	-3%	-6	100	-1	83	0%	100	84	6
O=C(O)C1C2C=CC(C2)C1C(=O)N1CCc2ccccc21 (configuration not stated)	-1%	-4	120	2	78	-8%	120	76	4
CC(C)OC(=O)CN1C(=O)S/C(=C/c2ccc(N3CCCCC3)o2)C1=O	-219%	13	120	x	x	-46%	120	x	-13
CCC(CC)C1C(C#N)=C(N)Oc2n[nH]c(C)c21 (configuration not stated)	0%	-11	62	-23	13	-113%	62	37	11
O=C(NCCc1ccccc1)C(=O)NCC1(c2ccccc2)CCCC1	3%	-12	163	-4	89	16%	163	93	12
CC(C)CSc1nc2ccccc2n1CC(N)=O	-16%	x	x	9	94	7%	x	85	x
Cc1ccc(Oc2ncc(CN3CC(C)OC(C)C3)s2)cc1 (configuration not stated)	0%	-1	165	x	x	-20%	165	x	1
CC(=O)N1CCc2cc(S(=O)(=O)CCC(=O)N3CCN(c4ccccn4)CC3)ccc21	x	8	69	13	99	x	69	86	-8
C=CCC1(O)C(=O)Nc2ccccc21 (configuration not stated)	-5%	3	177	-11	95	14%	177	106	-3
O=C(Nc1cccc(O)c1)c1noc2c1CCc1ccccc1-2	0%	x	x	-8	78	-16%	x	86	x
COc1ccc(C)cc1NC(=O)CN(C)S(=O)(=O)c1cnc[nH]1	7%	6	173	12	89	-28%	173	78	-6
COc1ccc(C2C(=O)N(C3CCCCC3)CC(=O)N2C2CCCCC2)cc1 (configuration not stated)	2%	x	x	-6	54	-60%	x	60	x
NC(=O)CCS(=O)(=O)CCN1CCCCC1	10%	17	176	-7	83	9%	176	90	-17
Brc1cccc(CN2CCCCCCC2)c1	-2%	6	215	3	97	82%	215	94	-6
COCCCNc1nc(=S)[nH]c2cc(OC)c(OC)cc12	-14%	20	180	-10	82	-3%	180	92	-20
COc1cc2c(cc1OC)C1=C(C#N)CC/C(=N\S(=O)(=O)c3ccccc3)N1CC2	-106%	x	x	-7	66	-50%	x	73	x
CC(=O)c1cccc(NC(=O)CSc2nnc(-c3ccc(S(=O)(=O)N4CCCC4)cc3)o2)c1	-20%	-2	162	8	88	-1%	162	80	2
CC1CN(c2ccccc2)C(=O)CS1 (configuration not stated)	4%	-7	105	-1	92	5%	105	93	7
O=C1c2ccccc2NC(c2ccccc2)N1c1ccc(O)cc1 (configuration not stated)	2%	5	153	15	102	9%	153	87	-5
O=C(/C=C/c1ccc([N+](=O)[O-])cc1)NCCSc1ccccc1	-3%	-3	141	x	x	29%	141	x	3
COc1ccccc1C(=O)NCCn1ccc2ccccc21	0%	15	93	20	104	-23%	93	84	-15
CCn1ncc(/C=C/C(=O)Nc2c(C)nn(CC)c2C)c1C	-12%	2	120	x	x	8%	120	x	-2
COC(=O)c1cccc(NC2CC(=O)N(c3ccc(OC)c(OC)c3)C2=O)c1 (configuration not stated)	-10%	x	x	-16	77	9%	x	93	x
COc1ccc(OCC(O)COc2ccc(OC)cc2)cc1	8%	x	x	-3	104	-74%	x	106	x
O=C(C1CC1)N1CCc2cc(Br)cc(S(=O)(=O)N3CCOCC3)c21	-6%	2	141	0	61	-4%	141	61	-2
O=C1CC(=C(c2ccccc2)c2ccccc2)C(=O)N1CCCCN1CCN(c2ccccc2)CC1	-3%	1	162	x	x	-78%	162	x	-1
COc1ccc(NC(=O)C(C)N2c3cccc4cccc(c34)S2(=O)=O)cc1OC (configuration not stated)	x	2	126	0	84	x	126	84	-2
Cc1cc(NC(=O)CCC(=O)N(c2ccc(F)cc2)C2(C(=O)NC3CCCCC3)CCCC2)no1	11%	16	171	5	82	-55%	171	77	-16
CC(C)OC(=O)c1c2nc3ccccc3nc2n2c1[nH]c(=O)c1ccccc12	19%	-23	119	-20	33	-47%	119	53	23
CC1(C)CC(NCc2ccc3c(c2)OCO3)CCO1 (configuration not stated)	-8%	-8	155	-11	84	-2%	155	95	8
COC(=O)C1=C(N)Oc2cc(C)n(CCN3CCOCC3)c(=O)c2C1c1cccnc1 (configuration not stated)	5%	-10	141	7	89	-3%	141	82	10

# Single entries from the results shown:
# Entry for CCn1ncc(/C=C/C(=O)Nc2c(C)nn(CC)c2C)c1C under NFkB transloc inh cell count 2 µM: 120
# Entry for COc1ccc(-c2cc(C(=O)N3CCOCC3)c3cc(C)ccc3n2)cc1 under MRP resist rev: -3

# Continued.
Structure	Bcl-B displacement	IL1B NFkB pot	NFkB transloc inh cell count 2 µM	MRP resist rev	MRP resist rev cytotoxicity	PLAP inhibition	IL1B NFkB pot cell count 2 µM	MRP resist rev with doxorubicin	NFkB transloc inh
Cc1cccc(NC(=O)CCSc2nncn2C)c1	x	-10	163	4	95	x	163	91	10
CCOC(=O)C1CCCN(C(=O)CCCn2nc(C)n3c(cc4sccc43)c2=O)C1 (configuration not stated)	4%	15	179	-4	85	-46%	179	89	-15
O=C1CSC(c2ccc(Cl)cc2)N1C1CCCCC1 (configuration not stated)	7%	21	169	18	86	10%	169	68	-21
CC(NC(=O)CCC(=O)NC(C)C1COc2ccccc2O1)C1COc2ccccc2O1 (configuration not stated)	-14%	-5	135	28	111	-13%	135	84	5
CCC(=O)Nc1ccc2c(c1)nc(CN1CCN(C(C)=O)CC1)n2C	4%	2	173	-2	91	18%	173	93	-2
O=C(c1cc2c(s1)-c1ccccc1OC2)N1CCN(c2ccccc2)CC1	-1%	-7	170	7	88	-33%	170	81	7
COc1ccc(NC(=O)C(NC(=O)OC(C)(C)C)C(C)OCc2ccccc2)cc1 (configuration not stated)	-14%	-1	114	x	x	9%	114	x	1
COc1ccc(NC(=O)C2C3C=CC(C3)C2C(=O)NCc2ccccn2)c(OC)c1 (configuration not stated)	x	0	71	48	93	x	71	45	0
O=C(NC(Cc1c[nH]c2ccccc12)C(=O)O)c1ccco1 (configuration not stated)	2%	-68	x	-1	88	-15%	149	89	u
CCOc1cc(S(=O)(=O)N2CCCCC2)ccc1F	2%	27	88	13	102	-14%	88	88	-27
O=C(Cn1cc[n+](CC(=O)c2ccccc2)c1)c1ccccc1	-14%	4	173	x	x	34%	141	x	-12
CCCCOC(=O)n1c(=S)oc2cc(Cl)ccc21	-17%	3	173	-1	91	7%	173	92	-3
COc1cccc(-n2ccnc2SCC(=O)Nc2nccs2)c1	-2%	-3	66	-17	85	-16%	66	102	3
Cc1ccc(N=Cc2c(O)n(-c3ccc4c(c3)OCO4)c(=O)c3ccccc23)cc1	-10%	8	36	-3	9	0%	36	12	-8
O=c1n(-c2ccccc2)c(=O)n2n1CCC2	-13%	17	94	6	98	-12%	94	92	-17
CCn1c(SCC(=O)Nc2oc(-c3ccccc3)c(-c3ccccc3)c2C#N)nnc1-c1cc(OC)cc(OC)c1	-3%	-5	165	32	128	-119%	47	95	-11
COCCCNC(=O)c1ccc(N2CCCC2)c(NS(=O)(=O)c2ccc(C)cc2)c1	-13%	-1	128	x	x	-41%	128	x	1
O=C(O)CCC(=O)c1ccc2c(c1)OCCO2	-13%	x	x	-4	103	-2%	x	108	x
CC(=O)Nc1sc2c(c1C(=O)N1CCOCC1)CCCCC2	-2%	4	101	11	102	-20%	101	90	-4
Cc1ccc(CC(NC(=O)c2ccccc2)C(=O)NCC(=O)O)cc1 (configuration not stated)	-8%	17	69	-3	97	-4%	69	100	-17
COC(=O)C1=C(C)N(CC2CCCO2)C(=O)C1 (configuration not stated)	-1%	-11	140	-4	92	12%	140	96	11
CCc1cccc(N=c2c([N+](=O)[O-])nn(-c3ccc(Cl)cc3)n2O)c1	-1%	11	158	5	71	18%	158	66	-11
CC12CC3CC(C)(C1)CC(CN)(C3)C2	17%	9	144	-17	75	15%	144	92	-9
COC(=O)c1cc(/C=C/c2ccccc2)on1	2%	29	132	x	x	4%	132	x	-29
N=c1n(CCO)c2ccccc2n1CCOc1ccc(Cl)cc1Cl	11%	6	172	-14	20	-12%	172	35	-6
Cc1ccccc1OCCCC(=O)Nc1ccc(Br)cc1	-1%	0	148	x	x	20%	148	x	0
O=S(=O)(Nc1ccc2nc(-c3ccc(Br)o3)[nH]c2c1)c1ccccc1	-3%	2	146	20	93	-4%	146	73	-2
Cn1c(=O)c2c(nc(N3CCN(c4ccccc4)CC3)n2CCCc2ccccc2)n(C)c1=O	1%	1	88	22	88	8%	88	66	-1

# Some of the entries above, reformatted.
# The line under a structure holds: Bcl-B displacement | IL1B NFkB pot | NFkB transloc inh cell count 2 µM | MRP resist rev | MRP resist rev cytotoxicity | PLAP inhibition | IL1B NFkB pot cell count 2 µM | MRP resist rev with doxorubicin | NFkB transloc inh
Cc1ccccc1OCCCC(=O)Nc1ccc(Br)cc1
 : -1% | 0 | 148 | x | x | 20% | 148 | x | 0
O=S(=O)(Nc1ccc2nc(-c3ccc(Br)o3)[nH]c2c1)c1ccccc1
 : -3% | 2 | 146 | 20 | 93 | -4% | 146 | 73 | -2
Cn1c(=O)c2c(nc(N3CCN(c4ccccc4)CC3)n2CCCc2ccccc2)n(C)c1=O
 : 1% | 1 | 88 | 22 | 88 | 8% | 88 | 66 | -1
